Assay outcomes (PubChem)
All columns: NCI-60 one-dose screen, growth in % after 48 h at 10 µM unless noted; 100 = growth as untreated, 0 = no growth, -100 = all killed.
UACC-257 – UACC-257 melanoma | hit rate 4.4% among 78,000
SK-MEL-28 – SK-MEL-28 melanoma; hit rate 4.1% among 81,000
LOX IMVI – LOX IMVI melanoma | hit rate 7.4% among 79,000 | AID 1794757
UACC-62 – UACC-62 melanoma; hit rate 5.4% among 81,000; AID 1794756
MDA-MB-435 – MDA-MB-435 melanoma; hit rate 7.8% among 82,000; AID 1794794
SK-MEL-5 – SK-MEL-5 melanoma | hit rate 6.4% among 80,000 | AID 1794755
MALME-3M – MALME-3M melanoma. AID 1794766. hit rate 5.8% among 78,000
SK-MEL-2 – SK-MEL-2 melanoma | hit rate 4.7% among 77,000
* marks the source's active call; other numbers are inactive results; . = not tested or not shown; [ ] = remark or other dose. How the source made its calls: active means growth percent below 10; inactive means the rest.

SMILES	UACC-257	SK-MEL-28	LOX IMVI	UACC-62	MDA-MB-435	SK-MEL-5	MALME-3M	SK-MEL-2
COc1ccc(NC(=O)Nc2cnn(-c3ccc(S(N)(=O)=O)cc3)c2-c2ccc(OC)cc2)cc1	108	107	94	109	105	107	92	102
CN1C(=O)N(C)C2(c3ccccc3)NN3C(=O)C=C(c4ccccc4)SC3=NC12c1ccccc1 (configuration not stated)	111	110	72	80	99	89	101	101
ClC1=CN(C2=NCCC2)CC1	98	110	108	105	107	100	105	124
Nc1c(C(=O)c2ccc(F)cc2)sc2nc3c(cc12)CCCC3	95	77	76	75	23	89	32	68
CC(C)(Sc1cc(C(C)(C)C)c(O)c(C(C)(C)C)c1)Sc1cc(C(C)(C)C)c(O)c(C(C)(C)C)c1	104	112	98	109	108	100	92	104
O=C(O)c1cccnc1Sc1nc2ccc(Cl)cc2c(=O)n1Cc1ccccc1	129	99	86	83	94	92	90	115
CC1CCC2N(C1)CC1C(C(O)C(O)C3(O)C1CC14OC5(O)C(O)CCC1(C)C5CC(O)C34)C2(C)O (configuration not stated)	106	102	102	98	101	100	.	105
CS(=O)(CCCCN=C=S)=NC(=O)c1c(F)c(F)c(F)c(F)c1F (configuration not stated)	83	98	61	89	99	99	59	88
Clc1ccc2c(c1)c(-c1ccccc1)nc1nncn12	115	121	102	113	113	105	113	102
COc1ccccc1NC(=O)n1c(=O)cc(C)c2ccc(O)cc21	111	113	105	100	105	98	106	101
C=CCOC(=O)[C@@H]1CCCN1C(=O)CN	89	106	85	83	103	98	103	93
O=C(CSc1nc(-c2ccccc2)cc(=O)[nH]1)Nc1nc(-c2ccc(Cl)cc2)cs1	102	115	100	90	103	92	111	102
CN(C)CCN1CCC(Cc2ccccc2)CC1	102	110	92	100	84	101	104	41
COc1ccc(/C=c2\c(=O)n(-c3ccccc3)c3nnc(-c4ccccn4)n23)cc1	110	110	98	99	113	98	103	99
CCOC(=O)NN(C(=O)OCC)c1c(C)cccc1C	95	117	98	101	95	108	122	119
Cn1cc(-c2cc3ncnc(Nc4ccc(CC(=O)Nc5ccc6c(c5)OCCO6)cc4)c3s2)cn1	79	76	55	99	77	80	83	96
O=C(c1cc(-c2ccccc2)nc2ccccc12)N1N=C(c2ccccc2)CC1c1cc(-c2ccccc2)nn1-c1ccccc1 (configuration not stated)	97	92	74	78	101	93	.	82
COc1ccc(C2=C(c3cccc(OC)c3)C(=O)c3ccc(C)nc3C2=O)cc1	68	51	31	47	32	35	52	43
COc1ccc2c(c1)sc1nc(-c3ccccc3)c(-c3c(OC)cccc3OC)n12	72	96	64	54	90	57	93	91
Clc1nc(-c2cccc3ccccc23)nc2sc3c(c12)CCCCCC3	99	103	95	89	105	97	97	102
CCOC(=O)C1=C(N)N(c2ccc(Cl)cc2)C2=C(C(=O)CC(C)(C)C2)C1c1ccccn1 (configuration not stated)	101	114	102	75	97	87	94	103
COc1ccc(NC(=O)c2ccc(-c3ccccc3)cc2)c(C(N)=O)c1	102	108	97	91	99	101	92	100
O=C(O)COc1ccc(F)cc1[N+](=O)[O-]	106	101	99	106	99	.	103	113
S=c1[nH]c2cc(Cl)ccc2o1	113	114	103	97	96	99	102	99

Quoted at random: 6 compounds from above.
SMILES	UACC-257	SK-MEL-28	LOX IMVI	UACC-62	MDA-MB-435	SK-MEL-5	MALME-3M	SK-MEL-2
CN(C)CCN1CCC(Cc2ccccc2)CC1	102	110	92	100	84	101	104	41
Clc1nc(-c2cccc3ccccc23)nc2sc3c(c12)CCCCCC3	99	103	95	89	105	97	97	102
O=C(c1cc(-c2ccccc2)nc2ccccc12)N1N=C(c2ccccc2)CC1c1cc(-c2ccccc2)nn1-c1ccccc1 (configuration not stated)	97	92	74	78	101	93	.	82
CCOC(=O)NN(C(=O)OCC)c1c(C)cccc1C	95	117	98	101	95	108	122	119
COc1ccc2c(c1)sc1nc(-c3ccccc3)c(-c3c(OC)cccc3OC)n12	72	96	64	54	90	57	93	91
CCOC(=O)C1=C(N)N(c2ccc(Cl)cc2)C2=C(C(=O)CC(C)(C)C2)C1c1ccccn1 (configuration not stated)	101	114	102	75	97	87	94	103

Further records.
SMILES	UACC-257	SK-MEL-28	LOX IMVI	UACC-62	MDA-MB-435	SK-MEL-5	MALME-3M	SK-MEL-2
N#CC1=C(N)Oc2c(cnn2-c2ccc([N+](=O)[O-])cc2[N+](=O)[O-])C1c1ccccc1Cl (configuration not stated)	95	87	82	62	62	85	91	101
COc1ccc(CCC2COCC2C2CC2)cc1 (configuration not stated)	105	106	97	91	129	100	105	100
O=C1/C(=C/c2cc3ccccc3[nH]c2=O)CNC/C1=C\c1cc2ccccc2[nH]c1=O	92	104	88	93	103	101	121	106
CC(=O)C1C(=O)OC(C)=C(C(=O)O)C1=O (configuration not stated)	116	107	106	102	113	113	125	.
O=[N+]([O-])c1ccc(-c2csc(COc3ccccc3)n2)cc1	98	118	96	96	91	104	106	116
CC(C)Cc1ccc(-c2ccn(C(=O)C(C)c3ccc(NS(C)(=O)=O)cc3)n2)cc1 (configuration not stated)	97	107	90	92	95	100	80	108
CN(C)c1ccc(C2N(C)CCN2C)cc1	101	103	95	104	104	99	.	125
Cc1ncc(C(N)=O)c2c1OC(C)(C)OC2	96	104	103	105	105	101	91	125
O=C(Nc1cccc(C2=NCCN2)c1)c1ccc(-c2ccc(C(=O)Nc3cccc(C4=NCCN4)c3)cc2)cc1	37	46	98	68	57	37	9.1*	105
CC[C@H](c1ccc(O)cc1)[C@@H](CC)c1ccc(F)cc1	97	106	96	94	107	106	96	105
COCCOC(=O)C1=C(C)NC2=C(C(=O)CC(c3ccccc3OC)C2)C1c1cccc(O)c1 (configuration not stated)	56	79	52	40	60	69	83	77
CC(C)=CC(=O)C1C(=O)c2ccccc2C1=O	107	108	97	94	99	99	84	102
COc1ccc(N(Cc2cc(OC)c(OC)c(OC)c2)C2OC(=O)c3ccccc32)cc1OC (configuration not stated)	107	111	105	114	107	106	107	101
COc1ccc2[nH]c(C(=O)N3CCN(C(=O)OCc4ccc5c(Cl)cc(Cl)c(O)c5n4)CC3)cc2c1	-43*	-96*	-95*	-97*	-91*	-99*	-94*	-77*
C1CCC(CCOCCC2CCCCC2)CC1	87	103	98	.	87	101	94	89
Cc1ccc(C(=O)N2C/C(=C/c3ccccc3)C(=O)/C(=C/c3ccccc3)C2)cc1	80	80	-25*	77	-14*	59	60	80
CNC(=O)c1cc(-n2ccc3cc(NS(=O)(=O)c4ccc(Cl)c(C(F)(F)F)c4)ccc32)ccn1	99	101	94	70	100	82	96	89
CC(O)CCNC(c1ccccc1)C(O)c1ccccc1 (configuration not stated)	108	112	99	108	112	109	123	99
CCOC(=O)N1CCc2c(sc3nc(-c4ccccc4)nc(OCc4cn(Cc5nc6sc7c(c6c(=O)[nH]5)CCN(C(=O)OCC)C7)nn4)c23)C1	86	107	84	84	89	104	85	103
CSCCC(O)C(=O)O (configuration not stated)	102	116	98	105	86	103	95	100
Fc1ccc(-n2cc(CSc3nnc(Cn4c(C(F)(F)F)nc5ccccc54)o3)nn2)cc1	95	100	104	92	112	96	88	93
C=C(C)[C@@H]1CC[C@]2(C(=O)O)CC[C@]3(C)[C@H](CC[C@@H]4[C@@]5(C)C[C@@H](CC#CC#CC[C@@H]6C[C@]7(C)[C@H]8CC[C@@H]9[C@H]%10[C@H](C(=C)C)CC[C@]%10(C(=O)O)CC[C@@]9(C)[C@]8(C)CC[C@H]7C(C)(C)[C@H]6OC(C)=O)[C@H](OC(C)=O)C(C)(C)[C@@H]5CC[C@]43C)[C@@H]12	111	109	96	97	105	99	98	106
Cc1cc(Cl)c2c(Cl)ccc(Cl)c2n1	102	113	103	105	102	102	105	81
C/C(=N/NC(=S)NC1CCCCC1)c1sc(Nc2ccccc2)nc1C	114	100	76	83	106	95	95	110

Three structures out of the list, arranged by length of the SMILES, low to high.
SMILES	UACC-257	SK-MEL-28	LOX IMVI	UACC-62	MDA-MB-435	SK-MEL-5	MALME-3M	SK-MEL-2
Fc1ccc(-n2cc(CSc3nnc(Cn4c(C(F)(F)F)nc5ccccc54)o3)nn2)cc1	95	100	104	92	112	96	88	93
COc1ccc2[nH]c(C(=O)N3CCN(C(=O)OCc4ccc5c(Cl)cc(Cl)c(O)c5n4)CC3)cc2c1	-43*	-96*	-95*	-97*	-91*	-99*	-94*	-77*
CCOC(=O)N1CCc2c(sc3nc(-c4ccccc4)nc(OCc4cn(Cc5nc6sc7c(c6c(=O)[nH]5)CCN(C(=O)OCC)C7)nn4)c23)C1	86	107	84	84	89	104	85	103

The listing continues:
SMILES	UACC-257	SK-MEL-28	LOX IMVI	UACC-62	MDA-MB-435	SK-MEL-5	MALME-3M	SK-MEL-2
CCC(c1ccccc1)C(CC)c1ccc(O)cc1 (configuration not stated)	98	92	82	79	76	79	97	77
CCCCCCCn1cc2c(Nc3cccc(Br)c3)ncnc2n1	116	112	94	91	97	96	95	141
CCOC(=O)Cc1cnn(C)c1-n1nnc2ccc(Cl)cc2c1=O	93	116	100	93	97	105	107	91
O=C(Cc1csc2ccccc12)NCC1CC1	.	106	99	104	99	98	102	.
CC1(C)CC[C@]2(C(=O)OC(=O)[C@]34CCC(C)(C)C[C@@H]3C3=CC[C@@H]5[C@@]6(C)CCC(=O)C(C)(C)[C@@H]6CC[C@@]5(C)[C@]3(C)CC4)CC[C@]3(C)C(=CC[C@@H]4[C@@]5(C)CCC(=O)C(C)(C)[C@@H]5CC[C@]43C)[C@H]2C1	69[100 µM]	82[100 µM]	65[100 µM]	50[100 µM]	63[100 µM]	25[100 µM]	81[100 µM]	76[100 µM]
C=C1c2c(C)nn(-c3ccc(O)cc3)c2N(C)C23C[C@@H]1C1(C)c4c(C)nn(-c5ccc(O)cc5)c4N(C)C(C)(C[C@H]12)C3 (some centres not stated)	29	43	.	33	19	11	59	44
CCc1ccccc1-n1c(N)c(C#N)c(-c2ccccc2Cl)c(C#N)c1=O	100	107	96	89	117	127	109	116
CC(C)CC(=O)CCCc1ccccn1	96	113	102	100	104	103	118	107
O=C(O)C1(C(=O)O)c2ccccc2-c2c1c1c3ccccc3[nH]c1c1c2[nH]c2ccccc21	102	106	74	75	91	79	99	97
CC1=C2C(=C[C@@](C)(COCOCCCl)[C@@H]2O)C(=O)[C@](C)(O)C12CC2	-30*	-83*	-82*	-87*	-81*	-62*	-85*	-100*
Oc1c(Cl)cc(Cl)c2ccc(CN3CCCCC3)nc12	43	29	32	4.3*	42	33	31	84
CNC(=O)NC(C)(C)C	110	110	95	101	107	101	97	111
COc1cc(/C=C2\C(=O)N(c3c(Cl)cccc3Cl)c3ccccc32)cc(OC)c1O	46	59	2.1*	47	35	32	133	36
N#Cc1ccc(OC(=O)Nc2c(Br)cc(Br)cc2Br)cc1	103	116	.	116	114	103	109	.
CC1=C(C)C(=O)C(N2CCN(c3ccc(C)cc3)CC2)=CC1=O	89	111	72	98	105	98	121	100
CNC(=S)n1cnc(N)n1	91	128	92	91	107	106	104	103
CCCCN(CCCC)CCOC(=O)Nc1ccccc1Cl	97	112	96	95	103	99	106	86
O=C1/C(=C/c2ccc(Br)cc2)COc2ccc(O)c(O)c21	9.9*	22	-91*	-14*	-24*	30	-17*	47
Cc1c(C2(c3cc(Br)c(O)c(Br)c3C)OS(=O)(=O)c3ccccc32)cc(Br)c(O)c1Br	74	104	94	98	119	107	119	.
CC(=O)OC[C@]12CC[C@@H](/C(C)=N/O)[C@@H]1[C@H]1CC[C@@H]3[C@@]4(C)CCCNC(C)(C)[C@@H]4CC[C@@]3(C)[C@]1(C)CC2	81	86	.	66	82	51	89	94
C[C@@H](C[C@H](CCO)c1ccoc1)c1ccc2ccccc2c1	.	103	96	93	88	109	95	86
C=C1C(=O)N(C)CCC1C(CC)C(=O)OC (configuration not stated)	105	103	100	110	108	.	115	129
C/C(=N/NC(N)=S)c1ccc(Nc2nc(SCC(C)C)nc(-c3ccccc3)c2C#N)cc1	107	107	107	99	113	102	117	112
C=CCOc1c(CCC)cc(CCC)cc1C(N)=O	108	100	94	82	106	82	102	101
COc1cc(OC)c(C(=O)O)c(OC)c1OC	107	115	97	100	101	106	100	96
CCCCNc1ccc2nnc(C)n2n1	101	95	96	.	94	96	95	110
Cc1cc(=O)n2[nH]nnc2n1	101	102	92	111	102	99	104	110
CSc1nn(-c2ccccc2)c2ncnc(Nc3ccc(C)cc3)c12	96	104	87	74	96	69	102	84
Oc1ccc(Nc2ccnc3cc(Cl)ccc23)cc1	118	80	92	81	100	72	121	.
OCCc1cccnc1	112	111	106	99	115	112	97	.
OC[C@@H](O)[C@H](O)[C@@H](O)[C@H](O)CO	99	110	95	96	110	98	109	114
CCOC(=O)c1c(NC(=O)c2ccccc2)sc2c(O)c(CN(CC)CC)ccc12	51	40	13	21	-55*	-51*	38	7.9*
COc1cc(/C=N/Nc2ncnc3c2c(C)nn3-c2ccccc2)ccc1O	109	92	55	90	92	64	.	93
CCCC(=O)NC(c1ccc2c(c1)OC(F)(F)O2)c1cc(C)c2cccnc2c1O (configuration not stated)	3.2*	17	21	-17*	23	-31*	14	40
Cc1ccc(C(=O)/C(=C/c2ccc([N+](=O)[O-])cc2)SCc2ccc(Cl)cc2)cc1	83	91	0.1*	66	78	91	83	91
CCOC(=O)N1CCN(c2nc(O)c(/C=C3/C(C(=O)OC)=Nc4ccc(F)cc43)s2)CC1	101	107	78	79	99	85	76	114
COc1cc2c3c(n(C4CCOCC4)c(=O)c2cc1OC)-c1cc2c(cc1C3=O)OCO2	.	106	50	37	92	82	86	88
Cc1cc(C)c2c(Cc3cn4ccc(C)cc4nc3=O)cc(=O)oc2c1	93	104	93	92	98	98	101	98
